HRas wt GTP bind – modulators of GTP binding to HRas wildtype, primary screen, biochemical, bead-based flow cytometry, multiplex; GTPase HRas (Homo sapiens), P01112; GST-Ras wt beads, Bodipy-FL-GTP binding; actives lie on both sides; GTP binding activity, % at 10 µM; hit rate 0.14% among 190,000; AID 759, 2007;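 active means GTP binding activity at least 20% away from the 100% baseline, either lowered as inhibitor or raised as activator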;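 further: 0% = unlabeled GTP competition control and 100% = no-compound control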
Target sequence (P01112 whole entry, looked up): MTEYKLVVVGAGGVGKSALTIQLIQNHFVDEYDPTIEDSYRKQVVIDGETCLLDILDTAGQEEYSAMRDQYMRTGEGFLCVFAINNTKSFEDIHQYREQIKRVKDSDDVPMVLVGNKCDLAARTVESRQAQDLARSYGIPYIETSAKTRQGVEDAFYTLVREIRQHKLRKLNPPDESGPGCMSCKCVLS
Bim-Bcl-W – inhibitors of Bim binding to Bcl-W, primary screen, biochemical, multiplexed, bead-based flow cytometry. Bim peptide-Bcl-W binding. hit rate 0.02% among 190,000. Bcl-2-like protein 2 (Homo sapiens), Q92843. AID 952, 2007. inhibition, % at 10 µM;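 further: 0% = bound tracer without compound and 100% = peptide blocker; higher means less fluorescent Bim peptide bound to Bcl-W beads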
Target sequence (Q92843 whole entry, looked up): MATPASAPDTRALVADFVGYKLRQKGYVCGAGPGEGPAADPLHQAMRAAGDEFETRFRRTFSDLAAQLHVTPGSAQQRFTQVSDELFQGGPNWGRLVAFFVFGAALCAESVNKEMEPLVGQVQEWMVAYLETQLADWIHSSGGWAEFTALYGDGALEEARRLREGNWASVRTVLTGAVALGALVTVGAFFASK
Rab7 wt GTP bind – modulators of GTP binding to Rab7, primary screen, biochemical, wildtype, multiplex bead flow cytometry. GTP binding activity (percent of control), % at 10 µM. AID 758, 2007. hit rate 0.055% among 190,000. GST-Rab7 beads, fluorescent GTP binding; actives lie on both sides; untreated = 100%, excess cold GTP = 0%;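 active means fluorescent GTP binding to Rab7 beads changed by at least 20 points from the 100% baseline, either direction, mostly lower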;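 further: median green fluorescence of bound Bodipy-FL-GTP per Rab7 bead population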
Bcl-B Bim block – inhibitors of Bim-Bcl-B binding, primary screen, biochemical, multiplexed, human Bcl-2 family | Bcl-2-like protein 10 (Homo sapiens), Q9HD36 | hit rate 0.073% among 190,000 | inhibition, % at 10 µM | bead-based flow cytometry, Bim peptide-Bcl-B binding;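 further: 0% = tracer peptide without compound and 100% = reference inhibitor peptide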
Target sequence (Q9HD36 whole entry, looked up): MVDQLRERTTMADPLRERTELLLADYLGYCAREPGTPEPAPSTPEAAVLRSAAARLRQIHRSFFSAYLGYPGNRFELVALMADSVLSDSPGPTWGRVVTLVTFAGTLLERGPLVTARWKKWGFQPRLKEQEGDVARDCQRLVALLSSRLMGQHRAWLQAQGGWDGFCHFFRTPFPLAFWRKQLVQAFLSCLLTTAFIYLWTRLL
Rac1 mut GTP – GTP binding modulators of activated mutant Rac1, primary screen, biochemical, bead-based flow cytometry, multiplex, fluorescent GTP; Ras-related C3 botulinum toxin substrate 1 (Homo sapiens), P63000; percent activity (GTP binding), % at 10 µM; GST-Rac1 activated beads; actives lie on both sides; 100% means binding = to untreated wells; AID 764, 2007; hit rate 0.11% among 190,000;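 active means GTP binding at least 20 percentage points away from the 100% baseline, in either direction, so actives lie on both sides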
Cdc42 wt – modulators of GTP binding to wildtype Cdc42, primary screen, biochemical, multiplex bead flow cytometry, Bodipy-GTP; Cell division control protein 42 homolog (Homo sapiens), P60953; GST-Cdc42 beads; actives lie on both sides; percent activity (GTP binding), % at 10 µM; hit rate 0.2% among 190,000; AID 761, 2007;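 active means percent activity GTP binding at least 20 points away from the 100% baseline, either down as inhibitor or up as activator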;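 further: median bead fluorescence of bound Bodipy-FL-GTP at 100 nM; 0% = excess unlabeled GTP control and 100% = no compound control; below 100% means less GTP binding so inhibitor and above means activator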
Target sequence (P60953 whole entry, looked up): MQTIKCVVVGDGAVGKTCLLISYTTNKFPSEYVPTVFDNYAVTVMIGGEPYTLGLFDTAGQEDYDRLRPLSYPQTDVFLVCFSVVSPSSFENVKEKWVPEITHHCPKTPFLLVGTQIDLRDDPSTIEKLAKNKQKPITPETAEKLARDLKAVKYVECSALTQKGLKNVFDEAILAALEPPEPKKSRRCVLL
Rac1 wt GTP bind – wildtype Rac1 GTP binding modulators, primary screen, biochemical, GST-Rac1 beads, flow cytometry, multiplex. fluorescent GTP binding; actives lie on both sides; 0 = cold GTP competed, 100 = untreated. GTP binding activity (% of control), % at 10 µM. hit rate 0.27% among 190,000;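 active means GTP binding activity at least 20 points away from the 100% control level, either lower or higher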
Bim-Bcl-2 – inhibitors of Bim-Bcl-2 binding, primary screen, biochemical, multiplexed, human Bcl-2 family; Apoptosis regulator Bcl-2 (Homo sapiens), P10415; Bead-based flow cytometry, Bim peptide-Bcl-2 binding; inhibition, % at 10 µM; hit rate 0.06% among 190,000; in the data active means inhibition above about 40%;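 further: 0% = no compound wells with probe peptide and 100% = reference peptide inhibitor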
Bim-Bcl-XL – inhibitors of Bim-Bcl-XL binding, primary screen, biochemical, multiplexed, bead flow cytometry, human Bcl-XL | AID 1007, 2008 | inhibition, % at 10 µM | Bcl-2-like protein 1 (Homo sapiens), Q07817 | hit rate 0.04% among 190,000 | Bim peptide-Bcl-XL binding, fluorescence
Target sequence (Q07817 whole entry, looked up): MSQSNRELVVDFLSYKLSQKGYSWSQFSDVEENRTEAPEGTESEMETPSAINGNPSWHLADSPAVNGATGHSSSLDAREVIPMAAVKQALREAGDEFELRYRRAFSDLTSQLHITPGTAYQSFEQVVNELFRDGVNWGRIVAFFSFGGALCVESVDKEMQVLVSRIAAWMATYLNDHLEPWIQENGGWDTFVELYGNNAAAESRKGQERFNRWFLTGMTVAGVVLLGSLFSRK
Rab2A wt mod – modulators of GTP binding to Rab2A wildtype, primary screen, biochemical, dog, bead-based flow cytometry, multiplex | Ras-related protein Rab-2A (Canis lupus familiaris), P61105 | GST-Rab2 wt beads, Bodipy-GTP binding | GTP binding activity, % at 10 µM | hit rate 0.19% among 190,000 | AID 760, 2007;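 active means GTP binding activity at least 20 points away from 100%, either lowered or raised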;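 further: 0% = beads with excess unlabeled GTP and 100% = no-compound control corrected for plate trend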
Bim-Bfl-1 – inhibitors of Bim binding to Bfl-1, primary screen, biochemical, multiplexed, bead-based flow cytometry. hit rate 0.12% among 190,000. Bcl-2-related protein A1 (Homo sapiens), Q16548. inhibition, % at 10 µM. AID 1008, 2008. Bim-Bfl-1 binding inhibition;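 further: 0% = wells without compound plus tracer and 100% = blocker peptide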
* = called active by the depositor; . = not tested or not shown. Unless noted, no stated cut-off is given here; in the data, active means inhibition above about 40%. An unsorted share of the library; any-hit rate near 0.62%.

Structure,HRas wt GTP bind,Bim-Bcl-W,Rab7 wt GTP bind,Bcl-B Bim block,Rac1 mut GTP,Cdc42 wt,Rac1 wt GTP bind,Bim-Bcl-2,Bim-Bcl-XL,Rab2A wt mod,Bim-Bfl-1
COC(=O)N/N=C/c1cc(C)n(-c2cccc3ccccc23)c1C,98,-3,96,-6,96,98,100,-12,-4,95,-16
COc1cccc(CNc2ccc(N3CCCCC3)cc2)c1OC,96,-1,95,0,96,96,96,0,-2,96,-5
CC(C)(C)c1ccc(S(=O)(=O)N2CCN(c3ncccn3)CC2)cc1,100,2,107,0,98,101,100,0,0,100,-4
Cn1c(Cn2c(=O)sc3ccccc32)nnc1SCC(=O)NCc1ccco1,99,-7,103,-13,99,99,106,-7,-9,100,-7
CC1=Nn2c(nnc2-c2cc(-c3ccccc3)n[nH]2)SC1,97,-4,103,-4,96,95,97,.,.,97,-4
O=C(NC(Cc1c[nH]c2ccccc12)C(=O)Nc1ccc(F)c([N+](=O)[O-])c1)c1cccs1 (stereo not given),98,-1,97,-3,98,104,99,-4,-3,94,-4
CN(C)/C(=N\S(=O)(=O)c1ccccc1)c1ccc([N+](=O)[O-])cc1,102,5,99,9,102,99,102,14,8,101,11
COc1cc(C2C(C(C)=O)=C(C)Nc3ncnn32)ccc1O (stereo not given),100,-2,98,-5,98,103,104,-6,-8,100,-8
Cc1c(C(=O)NCCCN2CCOCC2)sc2nc(-c3ccc(F)cc3)cn12,99,-4,98,-9,96,100,102,-11,-10,100,-14
COc1ccc(NC(=O)CSc2nnc(CNc3ccc(F)cc3)o2)c(OC)c1,102,0,102,-5,100,104,106,-4,0,101,-6
COc1ccc(NC(=O)COC(=O)c2c(F)cccc2Cl)cc1OC,97,0,95,0,96,94,98,-1,-5,100,-1
O=C(NN=C1CCCCCC1)c1ccc(Br)o1,99,0,99,-1,100,99,100,2,-1,100,2
COc1ccc(C(=O)OCC(=O)NCC2CCCO2)cc1[N+](=O)[O-] (stereo not given),97,1,92,-7,96,95,99,-2,0,93,-9
Cc1ccc(OCC(=O)NCc2ccc3c(c2)OCO3)c([N+](=O)[O-])n1,97,1,102,-2,97,102,104,-4,-1,100,-4
CCOc1ccc(N2CC(O)(c3cccs3)[N+]3=C2CCCC3)cc1 (stereo not given),98,2,105,0,99,98,104,-3,1,97,-3
COc1ccccc1NC1=C(Cl)C(=O)N(C2CCCCC2)C1=O,97,-1,97,-7,97,98,100,-4,-7,101,-7
CC(O)c1c(OCc2ccccc2)ncnc1OCc1ccccc1 (stereo not given),101,0,100,1,97,98,100,-1,-2,98,0
CCc1ccc(CN(C)C(=O)CCc2nnc(Cc3cccc(C)c3)o2)nc1,94,8,96,0,95,94,95,1,4,97,4
CCN(CC)C(=O)CSc1nc(N)c2c3c(sc2n1)CC(C)CC3 (stereo not given),99,3,96,-2,97,96,96,-7,0,94,-5
O=C(NNc1ncccc1Cl)c1c(Cl)cccc1Cl,96,-3,99,-7,97,97,97,-4,-1,98,-7
Cc1ccc(SCc2nc(-c3ccccn3)no2)cc1,101,0,99,-2,100,103,105,-2,-4,101,0
COc1cccc2sc(N(CCCN(C)C)C(=O)c3sc4ccccc4c3Cl)nc12,102,-4,103,-15,101,102,109,-6,-10,100,-10
O=C(Nc1ccc(N2CCN(C(=O)c3ccc(Cl)cc3)CC2)cc1)c1ccc([N+](=O)[O-])o1,92,-1,98,0,91,95,96,-1,-2,95,-5
COc1ccc(-c2[nH]c3ccccc3c2SCCNC(=O)c2cc3ccccc3oc2=O)cc1,99,-1,97,-2,96,100,103,-1,-1,100,2
O=C(Nc1nnc(-c2ccc3c(c2)CCCC3)o1)c1ccccc1,98,2,96,-1,99,95,99,0,-3,98,-6
Cc1ccc(C2/C(=C(/O)c3ccc(OC(C)C)cc3)C(=O)C(=O)N2CCN2CCOCC2)cc1 (stereo not given),96,0,95,0,95,95,96,1,10,94,3
CCNc1nc(-c2cc(C)n(Cc3ccco3)c2C)cs1,96,-2,94,-2,95,97,101,0,0,98,0
COc1cc(NC(=O)c2cccc([N+](=O)[O-])c2)ccc1NC(=O)c1ccco1,97,-1,102,0,92,95,93,-1,-2,93,-7
CC(Sc1nc2c(c(=O)n(C)c(=O)n2C)n1Cc1cc2c(cc1Cl)OCO2)C(=O)O (stereo not given),92,-2,92,-1,92,95,93,2,0,93,0
CSc1cccc(NC(=S)N2CCCN(Cc3ccc(F)cc3)C2)c1,98,-3,109,-13,95,94,97,0,-6,99,0
CN(C)C=Nc1ncc2c3ccccc3n(Cc3ccccc3)c2c1C#N,101,-7,98,-4,100,102,104,-1,-6,100,1
COCCCn1c(Cc2csc(Nc3ccccc3)n2)nnc1SCC(N)=O,101,0,97,-1,99,99,106,2,-1,100,3
Cc1sc(NC(=O)c2ccccc2F)c(CN2CCCCC2C)c1C (stereo not given),106,1,101,-1,103,104,107,1,-2,107,1
CCOC(=O)CN1CC23C=CC(O2)C(C(=O)NCc2ccc(C)cc2)C3C1=O (stereo not given),98,3,102,-6,99,100,103,-7,-1,100,-9
CCOc1ccc(OCc2cccc(C(=O)Nc3ccc(CN4CCCCC4)cc3)c2)cc1,100,-2,101,-7,102,103,102,4,0,101,3
N#CC1=C(N)SC(N)=C(C#N)C1CCC1CCCCC1,99,-3,99,-8,96,97,98,-5,-16,98,-3
CN(CC(=O)N1CCc2ccccc21)S(=O)(=O)c1cccs1,100,-2,98,-1,97,100,101,-2,-1,99,-1
O=C(NCCCN1CCCC1=O)c1cccc(C(F)(F)F)c1,102,0,101,-10,93,101,100,-10,-6,99,-13
COc1ccc(NC(=O)CSc2nc3ccccc3n2-c2ccccc2)c([N+](=O)[O-])c1,101,-5,98,-6,103,98,102,-7,-6,103,-6
CCc1c(C)nc(SCC(=O)Nc2c(C)n(C)n(-c3ccccc3)c2=O)[nH]c1=O,104,-1,100,0,101,103,104,0,-4,105,-1
CCC(C)n1cnc2c(c1=O)c1nc3ccccc3nc1n2Cc1ccccc1OC (stereo not given),98,0,100,-16,96,97,94,-3,1,101,1
Cc1ccc2c(c1)N(Cc1ccccn1)C(=O)C(C)O2 (stereo not given),101,3,100,-5,97,104,106,-11,-4,103,-13
CCOC(=O)CSc1nnc(Cc2cc(=O)[nH]c(=O)[nH]2)n1-c1cccc(OC)c1,99,-3,102,-10,96,97,98,-9,-6,100,-9
CC(Sc1nc(-c2ccccc2)cc(C(F)(F)F)n1)C(=O)Nc1sc2c(c1C(N)=O)CCC2 (stereo not given),98,-1,90,-2,98,95,101,0,-4,97,-4
Cc1ccc(CN2CCN(C(=O)c3ccco3)CC2)cc1,100,-1,98,0,100,99,104,1,-3,98,0

Three entries out of the list, arranged by length of the SMILES, rising:
Structure,HRas wt GTP bind,Bim-Bcl-W,Rab7 wt GTP bind,Bcl-B Bim block,Rac1 mut GTP,Cdc42 wt,Rac1 wt GTP bind,Bim-Bcl-2,Bim-Bcl-XL,Rab2A wt mod,Bim-Bfl-1
CSc1cccc(NC(=S)N2CCCN(Cc3ccc(F)cc3)C2)c1,98,-3,109,-13,95,94,97,0,-6,99,0
CCOC(=O)CN1CC23C=CC(O2)C(C(=O)NCc2ccc(C)cc2)C3C1=O (stereo not given),98,3,102,-6,99,100,103,-7,-1,100,-9
COc1cc(NC(=O)c2cccc([N+](=O)[O-])c2)ccc1NC(=O)c1ccco1,97,-1,102,0,92,95,93,-1,-2,93,-7

(continued)
Structure,HRas wt GTP bind,Bim-Bcl-W,Rab7 wt GTP bind,Bcl-B Bim block,Rac1 mut GTP,Cdc42 wt,Rac1 wt GTP bind,Bim-Bcl-2,Bim-Bcl-XL,Rab2A wt mod,Bim-Bfl-1
CSc1nc2ccc(S(=O)(=O)N3CCCC3)cc2s1,99,1,101,-4,98,102,106,-7,-3,100,-10
Cc1nc2nc[nH]n2c(=O)c1NS(=O)(=O)c1ccc(C(C)(C)C)cc1,96,0,103,1,92,95,98,1,0,96,-1
COc1ccc(-c2nnc(NC(=O)C3CC3)o2)cc1,98,-1,99,-8,96,98,95,-5,-2,98,-12
O=C(/C=C/c1ccc(Cl)cc1)N(c1ccccn1)C1CCCCC1,101,-3,100,-6,100,101,104,0,-5,97,-1
Cc1nc2c(-c3ccc(F)cc3)c(C)nn2c(C)c1CCC(=O)NC(C)CCc1ccco1 (stereo not given),98,-7,94,-9,99,94,101,-4,-10,97,-3
CCn1c(SCC(=O)NCc2cccs2)nnc1-c1cccs1,103,-2,103,-7,98,101,104,-6,-4,104,-14
C/C(=N\N1CCN(c2ccccc2)CC1)c1ccncc1,98,0,98,-2,97,97,102,-2,-1,96,-2
CCOC(=O)CSc1nc(C(C)(C)C)cc(C(F)(F)F)c1C#N,101,-2,103,-6,100,102,101,-13,-5,102,-16
COc1ccc(Br)cc1/C=C/C(=O)NCC(=O)O,99,-5,95,-10,101,102,105,-2,-5,97,-4
CC1(C)Cc2c(sc3nc(-c4cccs4)n(N)c(=O)c23)CO1,103,-2,105,-4,101,105,105,-3,-4,101,0
Cn1c2ccccc2c(=O)n2c(=O)c3ccccc3cc12,96,-3,101,-3,98,104,104,-4,-4,98,-5
CCCN1C(=O)c2cc(C(=O)NC3CCCCCC3)ccc2C1O (stereo not given),95,6,98,5,94,96,97,4,12,98,8
CC(C)=CCN1CCNC(=O)C1CC(=O)NCc1nc(C)c(C)s1 (stereo not given),95,0,93,0,94,95,93,1,-4,95,-3
CCOC(=O)c1c(NC(=S)Nc2ccc(C)cc2)sc2c1CCC2,101,-1,100,-4,100,98,105,0,-5,99,1
CCn1nc(C)c(C2C(C#N)=C(N)Oc3n[nH]c(C)c32)c1C (stereo not given),100,0,101,-6,98,98,101,-14,-3,100,-3
O=C(Cc1ccccc1)NNC(=O)C1CCN(c2ncccn2)CC1,100,-3,107,-6,94,95,97,-4,-4,99,-15
CN(C)c1ccc(NC(=O)CSc2nnc(-c3cccs3)n2Cc2ccco2)cc1,100,6,97,-13,101,101,103,-4,-1,100,-3
Cc1cccc(N(C)S(=O)(=O)c2ccc3c(c2)NC(=O)CC(=O)N3)c1,93,-3,99,-1,95,98,95,0,-3,96,3

Source: PubChem BioAssay
